# BRCT PPI green = BRCA1 BRCT-phosphoprotein interaction inhibition | P38398 | Potency, µM (doses to about 76.9 µM), without a hit: at the highest dose activity change, negative = inhibition, actives largely listed as inhibitors | BRCA1 BRCT-phosphopeptide binding, green fluorescence polarization | actives 0.05% (n = 75,000);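 further: potency means the concentration at half of the fitted maximal effect; plate controls were peptide without protein for full effect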
#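 Fluorescence polarization: His-tagged BRCT (~35 kDa BRCA1 C-terminus, 250 nM) bound to 100 nM fluorescein-labeled phosphorylated 10-aa BACH1 peptide, pH 7.3 phosphate buffer with DTT and Tween 20. Compounds incubated 12 min at room temperature; inhibition read as lowered polarization.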
# HEK293 cAMP cs = raises cAMP in parental HEK293 cells, TSHR agonist counter-screen | parental HEK293 CNG cAMP sensor, membrane potential fluorescence | Potency, µM (titrated, usually from 57.1 µM), without a hit: top-dose activation, most hits filed as activators | actives 2.5% (n = 73,000) | AID 938; further: potency means the concentration at half of the fitted maximal effect; % of control where 0% means no effect; nearly all actives have a fitted effect of over 55% in size
#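 Counterscreen for endogenous-receptor signalling: CNG-channel HEK 293 cells report cAMP rise by membrane depolarization. After 60 min dye equilibration with 100 uM RO 20-1724, compounds incubated 30 min before bottom-read fluorescence at 590 nm.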
# Rhodamine autofl = rhodamine region autofluorescence; Rhodamine-region fluorescence, 547/598 nm, Tris buffer; hits give high values; max dye-equivalent concentration, M; actives 0.05% (n = 59,000); AID 594; in the data active means max dye-equivalent concentration above about 11 nM; inconclusive means between about 1.1 nM and that limit
#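 Compound fluorescence in 100 mM Tris, pH 8.0, read after 15 min at room temperature with 547 nm excitation and 598 nm emission. Output is dye-equivalent concentration from an on-plate rhodamine standard series.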
# Caspase-7 inhib = caspase-7 (human) inhibition, allosteric or competitive; recombinant caspase-7, Ac-DEVD-AFC fluorescence rate; AID 889; actives 0.02% (n = 75,000); P55210; Potency, µM (top dose mostly 57.5 µM), for inactives: at the highest dose activity change, negative = inhibition, hits mostly inhibitors; active means well fitted inhibition curve with a large enough effect in the main read-out, with a control signal flat, not every such curve was filed as active; inconclusive means small, poorly fitted or top-dose-only effect, or a change in a side signal; further: potency means the concentration at half of the fitted maximal effect; % of control where 0% means no effect
# Tau fil binding = tau filament binding. P10636. recombinant tau filaments, thioflavin S fluorescence, 15 h; filaments grown with octadecylsulfate alongside compound. Potency, µM (titrated, usually from 57.1 µM), inactives show at the highest dose activity change, negative = inhibition. actives 2% (n = 71,000);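 further: potency means the concentration at half of the fitted maximal effect; on the % scale 0 is the no-effect control and ±100 the full control effect; actives lower thioflavin S fluorescence by blocking filaments or displacing dye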
# Target sequence (P10636 whole entry, looked up): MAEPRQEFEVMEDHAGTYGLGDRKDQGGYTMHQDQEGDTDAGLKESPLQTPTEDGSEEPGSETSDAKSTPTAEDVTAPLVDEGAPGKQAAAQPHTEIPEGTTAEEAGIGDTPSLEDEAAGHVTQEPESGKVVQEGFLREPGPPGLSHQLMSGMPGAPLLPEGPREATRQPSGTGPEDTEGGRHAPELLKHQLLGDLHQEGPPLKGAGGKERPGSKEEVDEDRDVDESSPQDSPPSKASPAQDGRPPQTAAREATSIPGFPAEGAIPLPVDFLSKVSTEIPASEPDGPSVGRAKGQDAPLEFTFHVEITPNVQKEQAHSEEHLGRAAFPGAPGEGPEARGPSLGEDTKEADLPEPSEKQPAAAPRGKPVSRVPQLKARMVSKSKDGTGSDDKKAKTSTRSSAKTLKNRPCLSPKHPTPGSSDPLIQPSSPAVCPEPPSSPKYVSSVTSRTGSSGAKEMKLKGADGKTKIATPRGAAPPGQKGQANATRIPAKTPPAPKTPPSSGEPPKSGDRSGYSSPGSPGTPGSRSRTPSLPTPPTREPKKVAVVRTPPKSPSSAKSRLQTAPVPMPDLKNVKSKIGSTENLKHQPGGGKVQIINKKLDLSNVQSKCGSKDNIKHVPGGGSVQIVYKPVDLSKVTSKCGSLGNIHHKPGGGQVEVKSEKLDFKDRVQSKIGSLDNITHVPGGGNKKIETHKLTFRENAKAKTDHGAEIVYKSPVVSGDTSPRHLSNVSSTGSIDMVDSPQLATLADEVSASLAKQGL
#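 ThS-based fibril read: tau 1 uM final, inducer ODS 30 uM final, 37 C for 15 h, ex 450/em 510 nm.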
# Casp1 inh = caspase-1 (human) inhibition, allosteric or competitive | actives 0.03% (n = 75,000) | Potency, µM (doses to about 57.5 µM), for the others: top-dose activity change, negative = inhibition, usual class: inhibitors | Caspase-1 enzyme, Ac-WEHD-AFC fluorogenic rate | AID 900;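 further: potency means the concentration at half of the fitted maximal effect; plate controls were vehicle for no effect and no substrate for full effect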
# Target sequence (P29466 120-297 limits assumed): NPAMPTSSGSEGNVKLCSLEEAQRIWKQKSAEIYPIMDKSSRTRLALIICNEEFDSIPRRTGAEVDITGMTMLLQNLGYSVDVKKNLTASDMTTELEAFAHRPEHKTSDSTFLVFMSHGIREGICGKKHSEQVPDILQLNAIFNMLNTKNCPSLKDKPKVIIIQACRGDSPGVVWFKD
# Target sequence (P29466 317-404 limits assumed): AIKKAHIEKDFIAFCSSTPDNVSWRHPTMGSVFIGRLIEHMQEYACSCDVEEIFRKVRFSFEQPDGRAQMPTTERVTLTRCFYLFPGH
# BRCT inh red = disrupts BRCA1 BRCT binding to phosphoprotein, red fluorophore readout | P38398 | BRCT-phosphopeptide binding, red fluorescence polarization | Potency, µM (highest dose often 76.9 µM), for the others: at the top dose activity change, negative = inhibition, actives largely listed as inhibitors | actives 0.03% (n = 75,000); further: on the % scale 0 is the no-effect control and ±100 the full control effect
#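 Fluorescence polarization: 100 nM His-tagged BRCA1 BRCT with 100 nM TAMRA-labelled phospho-BACH1 decapeptide, phosphate buffer pH 7.3 with 150 mM NaCl, DTT, 0.01% Tween 20; 12 min RT. Binding inhibition seen as FP decrease.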
# USP2a inh = USP2a (human) protease inhibition; O75604; USP2a enzymatic assay, qHTS inhibition; Potency, µM (series often up to 38.3 µM), without a hit: at the highest dose activity change, negative = inhibition, hits mostly inhibitors; actives 0.1% (n = 60,000); AID 927;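 further: potency means the concentration at half of the fitted maximal effect; nearly all actives have a fitted effect of over 60% in size; plate controls were DMSO for no effect and NEM full inhibition control for full effect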
#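 USP2 core (20nM final) preincubated 30 min RT with compound, then Ub-PLA2 20nM and NBD C6-HPC 20uM final added; buffer 20mM Tris-HCl pH 8.0, 2mM CaCl2. Fluorescence Ex 460/Em 535 read at 0 and 2.5 h; normalized to NEM.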
# ALOX15 inhib = 15-hLO (ALOX15) enzyme inhibition | actives 1.4% (n = 74,000) | purified 15hLO-1, xylenol orange hydroperoxide absorbance | Potency, µM (titrated, usually from 57.1 µM), without a hit: at the top dose activity change, negative = inhibition, usual class: inhibitors; further: potency means the concentration at half of the fitted maximal effect; on the % scale 0 is the no-effect control and ±100 the full control effect; nearly all actives have a fitted effect of over 55% in size
#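 40 nM 15hLO-1 + cpd, 15 min RT; start w/ 50 uM AA (final), 6 min RT; stop/detect w/ 200 uM XO + 300 uM Fe(II) in 50 mM H2SO4, 30 min; A573/A405. Buffer 25 mM Hepes pH 7.5, 0.01% Triton X-100. No-enzyme wells as negative control.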
# Pol III holo inh = blocks replication by bacterial DNA polymerase III holoenzyme; actives 0.25% (n = 71,000); Potency, µM (highest dose often 57.1 µM), without a hit: at the highest dose activity change, negative = inhibition; reconstituted DNA polymerase III holoenzyme replication, biochemical; further: potency means the concentration at half of the fitted maximal effect; on the % scale 0 is the no-effect control and ±100 the full control effect
#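 Reconstituted *E. coli* holoenzyme (0.35 nM Pol III, 1 nM beta, 154 nM SSB, 2 nM primase) was preincubated with compound for 15 min at RT. Synthesis on 1.4 nM ssM13Gori ran 35 min, then was stopped with PicoGreen/EDTA and read as dsDNA fluorescence.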
# HADH2 inh = inhibitors of human HADH2 dehydrogenase. actives 3.4% (n = 73,000). recombinant HADH2, NADH fluorescence, beta-hydroxybutyryl-CoA. AID 886. Q99714. Potency, µM (top dose mostly 57.1 µM), inactives show top-dose activity change, negative = inhibition, most hits filed as inhibitors; further: potency means the concentration at half of the fitted maximal effect; on the % scale 0 is the no-effect control and ±100 the full control effect; nearly all actives have a fitted effect of over 60% in size; many of its hits are not listed in these tables
#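 His-tagged recombinant enzyme from E. coli, 20 nM, preincubated 15 min RT with compound; reaction started with 1 mM NAD+ and 90 uM beta-hydroxybutyryl-CoA in 100 mM Tris-HCl pH 9.0. NADH fluorescence (ex 360/em 450) read over 4 min; last-minus-first difference.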
# Numbers without * were called inactive; i = inactive; u = inconclusive; x = no result given; [ ] = another dose, or the depositor's remark. Unless noted, the call rests on the fitted dose curve; in most records, active means well fitted curve in the direction sought with a large enough effect; inconclusive means small, poorly fitted or top-dose-only effect, or another doubt; inactive means no such curve, though single readings can be large; an effect the other way counts as inactive or inconclusive.
SMILES,BRCT PPI green,HEK293 cAMP cs,Rhodamine autofl,Caspase-7 inhib,Tau fil binding,Casp1 inh,BRCT inh red,USP2a inh,ALOX15 inhib,Pol III holo inh,HADH2 inh
Nc1ccc(S(=O)(=O)Nc2cnc3ccccc3n2)cc1,-2.4%[15.4 µM],2%[11.4 µM],i,0%[11.5 µM],-2%[11.4 µM],-1%[11.5 µM],-1.7%[15.4 µM],-6%,-4%[11.4 µM],0%[11.4 µM],-13%[11.4 µM]
CCOC(=O)c1cc(CNC(=O)c2c(C)oc3c2CCCC3)c(C)o1,-1.2%,24%,i,-2%,8%,-2%,-0.1%,12%,-11%,7%,-26%
C=CCn1c(=O)c(C(=O)NCCc2ccccc2)c(O)c2ccccc21,0.5%,17%,x,-1%,23%,0%,1.7%,-6%,-14%,1%,-1%
Cc1ccc(S(=O)(=O)CC(c2ccccc2)N2CCOCC2)cc1 (stereo not drawn),0.4%,5%,i,1%,7%,-1%,0.7%,3%,16%,-2%,11%
COc1ccc(-c2cc(C(=O)NC(C(=O)O)C(C)C)c(C)o2)cc1OC (stereo not drawn),0.6%,7%,i,0%,0%,-1%,-0.6%,3%,0%,-1%,0%
CCOC(=O)c1ccc2[nH]c3c(c2c1)CN(C)CC3,1.9%,17%,x,-3%,-6%,-1%,-0.9%,x,u,-4%,3%
COc1cccc(NC(=O)/C=C\c2ccc(Cl)cc2)c1,-1.2%,32µM*,x,-2%,5%,-3%,1.6%,x,-2%[25.6 µM],-5%,-16%
COc1ccc(CCNC(=O)C2CCN(Cc3nc(-c4ccccc4F)oc3C)CC2)cc1OC,-0.1%,9%,i,0%,-3%,-1%,1.8%,24%,-3%,-2%,0%
CCc1ccccc1OCC(=O)Nc1ccc(S(N)(=O)=O)cc1,-1.5%,6%,i,0%,15%,-1%,0.6%,5%,-5%,-1%,-3%
O=C1c2ccccc2C(Nc2ccc3c(c2)OCCO3)N1Cc1ccco1 (stereo not drawn),-0.4%,u,x,-4%,-17%,-1%,-2.0%,x,-26%,-6%,-5%
CCOC(=O)c1c(C)[nH]c(C(=O)COC(=O)c2cn(CC)c3nc(C)ccc3c2=O)c1C,-1.0%,6%,i,0%,5%,1%,-1.0%,4%,7%,-2%,-3%
O=C(CCNS(=O)(=O)c1ccc(Cl)cc1)NCc1ccccn1,-0.3%,4%,i,-4%,7%,-3%,1.0%,-3%,19%,-7%,7%
CN(C(=O)c1ccncc1)c1ccccc1,-0.4%[15.4 µM],14%[11.4 µM],i,-3%[11.5 µM],-14%[11.4 µM],2%[11.5 µM],0.2%[15.4 µM],x,-3%[11.4 µM],7%[11.4 µM],3%[11.4 µM]
CCn1ncc(C(=O)Nc2ccc(S(=O)(=O)N3CCCC3)cc2)c1C,-0.8%,-5%,i,0%,4%,-3%,-0.5%,3%,-3%,-8%,-6%
COc1ccc(Oc2ncc3nc(-c4ccc(F)cc4)c(=O)n(C[C@H]4CCCO4)c3n2)cc1,-1.2%,u,i,-30%,u,u,-1.1%,178%[activator],-1%,-6%,u
O=C(NCc1ccccc1)c1ccc2c(c1)OCCO2,-1.0%,11%,x,-2%,-2%,-2%,1.0%,1%,2%,0%,-6%
N#Cc1cn(CC(=O)O)c2ccccc12,-2.1%,3%,i,1%,0%,0%,-0.3%,-7%,5%,-8%,0%
Cn1c(=O)[nH]c(=O)c2c1nc(N1CCCC1)n2CCCSc1nc2ccccc2o1,-1.1%,-6%,i,-1%,8%,1%,-0.1%,8%,-2%,-5%,11%
COCCSc1nnc(-c2cnccn2)o1,-0.9%,6%,i,0%,0%,1%,-0.2%,-1%,9%,-2%,-10%
Cc1sc2ncnc(OCC(=O)NCC3CCCO3)c2c1C (stereo not drawn),-0.6%,8%,i,2%,7%,1%,-3.5%,0%,7%,-8%,6%
COc1ccc(OC)c(N=CC2=C(O)CC(C)(C)CC2=O)c1,-5.7%,15%,x,-6%,-12%,-3%,0.2%,-5%,-11%,-4%,-20%
O=C(C1CCN(c2nnc(-n3cccc3)s2)CC1)N1CCOCC1,-0.6%,1%,x,-1%,2%,0%,-1.1%,x,10%,-4%,8%
C=CCSc1nc(N)c2c(C)c(C)sc2n1,-2.4%,15%[11.4 µM],x,-2%,62%[11.4 µM],-2%,-3.0%,3%[7.66 µM],-8%[11.4 µM],-2%[11.4 µM],17%[11.4 µM]
Cc1noc(C)c1-c1nccc(N2CCOCC2)n1,-1.2%,u,i,-7%,-10%,-4%,0.1%,60%[activator],u,-5%,u
COc1cccc(-c2nc(CS(=O)CC(=O)NCc3ccc4c(c3)OCO4)c(C)o2)c1 (stereo not drawn),2.4%,17%,x,-2%,4%,2%,-1.9%,x,-14%,-6%,-18%

# Next section; the last two above are carried over.
SMILES,BRCT PPI green,HEK293 cAMP cs,Rhodamine autofl,Caspase-7 inhib,Tau fil binding,Casp1 inh,BRCT inh red,USP2a inh,ALOX15 inhib,Pol III holo inh,HADH2 inh
Cc1noc(C)c1-c1nccc(N2CCOCC2)n1,-1.2%,u,i,-7%,-10%,-4%,0.1%,60%[activator],u,-5%,u
COc1cccc(-c2nc(CS(=O)CC(=O)NCc3ccc4c(c3)OCO4)c(C)o2)c1 (stereo not drawn),2.4%,17%,x,-2%,4%,2%,-1.9%,x,-14%,-6%,-18%
CCCNc1nc2c(c(=O)[nH]c(=O)n2C)n1CCCc1ccccc1,-0.5%,-10%,i,1%,1%,0%,0.8%,-8%,1%,-9%,-4%
CCn1c(SCC(=O)Nc2ccc3c(c2)OCO3)nnc1-c1ccccc1O,-0.3%,1%,i,-3%,-26%,1%,1.7%,23%,-4%,2%,1%
CN(C(=O)c1ccccc1Cl)c1ccccc1,-0.9%,3%,i,1%,8%,0%,-0.9%,6%,6%,1%,-8%
COc1ccc(C(C#N)C2(C)OCCO2)cc1OC (stereo not drawn),-1.6%,-7%,x,0%,2%,-1%,-1.5%,1%,-5%,-7%,8%
Cn1c(=O)cc(OCCCC(=O)NC2CCCC2)c2ccccc21,-2.8%,9%,i,-1%,15%,0%,-1.0%,-6%,7%,-3%,5%
Cc1c2cnccc2c(C)c2c1c1ccccc1n2CCOC(=O)c1ccccc1,-0.7%[15.4 µM],11%[11.4 µM],i,-25%[11.5 µM],15%[11.4 µM],u,-0.5%[15.4 µM],x,8%[11.4 µM],-7%[11.4 µM],8%[11.4 µM]
CC(C)C(NC(=O)C1CCCCC1)C(=O)NCc1ccccn1 (stereo not drawn),0.3%,19%,i,3%,6%,1%,-1.4%,8%,7%,12%,8%

# Grouped by structure: those above containing an NH in an aromatic ring.
SMILES,BRCT PPI green,HEK293 cAMP cs,Rhodamine autofl,Caspase-7 inhib,Tau fil binding,Casp1 inh,BRCT inh red,USP2a inh,ALOX15 inhib,Pol III holo inh,HADH2 inh
CCOC(=O)c1ccc2[nH]c3c(c2c1)CN(C)CC3,1.9%,17%,x,-3%,-6%,-1%,-0.9%,x,u,-4%,3%
CCOC(=O)c1c(C)[nH]c(C(=O)COC(=O)c2cn(CC)c3nc(C)ccc3c2=O)c1C,-1.0%,6%,i,0%,5%,1%,-1.0%,4%,7%,-2%,-3%
Cn1c(=O)[nH]c(=O)c2c1nc(N1CCCC1)n2CCCSc1nc2ccccc2o1,-1.1%,-6%,i,-1%,8%,1%,-0.1%,8%,-2%,-5%,11%
CCCNc1nc2c(c(=O)[nH]c(=O)n2C)n1CCCc1ccccc1,-0.5%,-10%,i,1%,1%,0%,0.8%,-8%,1%,-9%,-4%

# Compound activity (PubChem)

# A portion of the library. The share of hits here may be higher or lower than overall.
